# Source: PubChem BioAssay
# ABHD4 inh: ABHD4 inhibitors, primary screen, biochemical, fluorescence polarization, mouse. (Lyso)-N-acylphosphatidylethanolamine lipase (Mus musculus), Q8VD66. purified mABHD4, FP-Rh probe fluorescence polarization. inhibition, % at 8.92 µM. AID 720543, 2013. 0.54% of 370,000 active;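 active = inhibition exceeding the mean over every tested compound plus 3 SD, cut at about 30% in these data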;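 also: 0% = plate median of compound wells and 100% = S159A mutant with DMSO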
# Target sequence (Q8VD66 whole entry, looked up): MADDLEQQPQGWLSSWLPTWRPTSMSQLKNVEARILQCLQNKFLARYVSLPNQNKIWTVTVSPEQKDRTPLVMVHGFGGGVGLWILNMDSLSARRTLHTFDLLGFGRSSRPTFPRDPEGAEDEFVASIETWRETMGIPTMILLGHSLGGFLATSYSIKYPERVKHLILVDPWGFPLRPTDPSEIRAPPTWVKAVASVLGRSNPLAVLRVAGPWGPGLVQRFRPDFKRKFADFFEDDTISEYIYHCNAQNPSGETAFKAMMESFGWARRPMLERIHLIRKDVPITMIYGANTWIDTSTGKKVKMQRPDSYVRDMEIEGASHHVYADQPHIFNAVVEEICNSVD
#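 Test system: mABHD4 protein | Buffer or medium: HEPES pH 7.0 buffer, 150 mM NaCl, 0.01% Pluronic F-127 | Probe or stimulus: FP-Rh fluorescent activity-based probe, added after compound pre-incubation | Timing: Pre-incubation 45 min, probe exposure 60 min, at 25 °C | Technique: Fluorescence polarization, excitation 525 nm, emission 598 nm, BODIPY TMR filters | Repeats: Single well per compound (singlicate)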
# MBD2 inh: inhibitors of MBD2 binding to methylated DNA, primary screen, biochemical, TR-FRET, DNA-binding domain, human; MBD2 binding to methylated oligonucleotide; AID 686964, 2013; inhibition, % at 4.4 µM; 0.31% of 370,000 active; Methyl-CpG-binding domain protein 2 (Homo sapiens), Q9UBB5; in the data active = inhibition above about 13%
# PRMT1 inh: PRMT1 methyltransferase inhibitors, primary screen, biochemical, fluorescence polarization | 1.3% of 370,000 active | inhibition, % at 2.79 µM | Protein arginine N-methyltransferase 1 (Homo sapiens), Q99873 | recombinant PRMT1, activity-based probe fluorescence polarization;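 active = inhibition above about 21% made by adding two undisclosed values, limit read from the data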
# SIAE primary: human SIAE inhibitors, primary screen, biochemical, fluorescence polarization, FP-Rh probe, 1536-well HTS; SIAE FP-Rh probe binding; 0.69% of 370,000 active; inhibition, % at 9.66 µM; Sialate O-acetylesterase (Homo sapiens), Q9HAT2;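 active = inhibition above a cutoff: mean of compounds within the control limits plus 3 SD of those, cut at about 17% in these data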;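 also: 0% = plate median of compound wells and 100% = probe without SIAE protein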
# TDP2 inh: human TDP2 enzyme inhibitors, primary screen, biochemical, epi absorbance, recombinant enzyme; Tyrosyl-DNA phosphodiesterase 2 (Homo sapiens), O95551; T5PNP hydrolysis, p-nitrophenol absorbance 415 nm; 0.34% of 370,000 active; AID 720702, 2013; inhibition, % at 12.8 µM;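 active = inhibition above the mean of all tested compounds plus 3 SD, set per campaign, cut at about 25% in these data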;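 also: 0% = DMSO with enzyme and 100% = buffer with substrate but no TDP2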
#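 System – recombinant human TDP2 · Quantity – TDP2 enzyme at 120 nM final · Doses – single concentration, 12.8 µM nominal, with 1% DMSO · Incubation – 2 h at 37 °C · Measured by – epi absorbance of p-nitrophenol freed from T5PNP by hydrolysis · Read-out – % inhibition relative to enzyme-containing and enzyme-free wells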
# LEDGF integ inh: blockers of LEDGF/p75-dependent integrase strand transfer – biochemical, TR-FRET, high throughput, primary screen. TR-FRET IN-LEDGF/p75 DNA integration, Eu/Cy5. inhibition, % at 3.7 µM. 0.64% of 370,000 active. AID 743269, 2014;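 active = inhibition above the screen-wide mean plus 3 SD, cut at about 13% in these data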;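 also: signal is the Cy5 over europium emission ratio at 671 and 618 nm; 0% = plate median of compound wells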
# rCAG RNA binder: binders of r(CAG) RNA repeats, primary screen, biochemical, fluorescence | r(CAG) RNA repeat, TO-PRO-1 dye displacement fluorescence | inhibition, % at 3 µM | 1.3% of 370,000 active;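 active = inhibition above the plate cutoff, the mean of all test compounds on that plate plus 3 SD, cut at about 35% in these data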;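 also: 0% = DMSO alone and 100% = 100 µM mitoxantrone as full dye displacement; higher means more dye released from RNA so lower well fluorescence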
# TCR-CD3 inh: inhibitors of human TCR-CD3 interaction, primary screen, biochemical, fluorescence, TAMRA-labeled TCR probe. T-cell receptor (TCR). inhibition, % at 9.4 µM. 0.37% of 360,000 active; in the data active = inhibition above about 19%;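 also: recombinant mutant TCR 2C K166C tagged with TAMRA read by polarization; 0% = receptor in buffer alone and 100% = receptor with positive control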
# HTRA1 inh: HTRA1 serine protease inhibitors, primary screen, biochemical, fluorescence polarization, HTS. recombinant HTRA1, FP-rhodamine activity-based probe. inhibition, % at 5.96 µM. 0.5% of 340,000 active. AID 504803, 2011; in the data active = inhibition above about 36%;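 also: 0% = enzyme with DMSO and 100% = wells lacking enzyme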
# Target sequence (Q92743 whole entry, looked up): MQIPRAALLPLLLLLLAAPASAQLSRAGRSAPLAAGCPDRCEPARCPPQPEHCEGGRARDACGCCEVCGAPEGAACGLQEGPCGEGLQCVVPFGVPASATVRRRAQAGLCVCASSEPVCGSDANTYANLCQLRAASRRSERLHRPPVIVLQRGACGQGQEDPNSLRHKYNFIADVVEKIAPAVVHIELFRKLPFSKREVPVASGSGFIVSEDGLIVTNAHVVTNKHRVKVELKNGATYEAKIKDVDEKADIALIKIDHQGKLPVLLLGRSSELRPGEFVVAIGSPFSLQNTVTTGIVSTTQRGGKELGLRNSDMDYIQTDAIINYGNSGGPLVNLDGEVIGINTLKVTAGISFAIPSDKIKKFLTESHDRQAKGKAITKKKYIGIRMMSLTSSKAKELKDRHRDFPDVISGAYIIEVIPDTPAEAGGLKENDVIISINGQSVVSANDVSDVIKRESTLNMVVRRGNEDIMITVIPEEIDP
# GC-B act: human GC-B receptor activators, primary screen, HEK293 GC-B cells, cGMP TR-FRET, EC30 CNP; AID 1920062, 2024; activation, % at 10 µM; 0.11% of 370,000 active; 0% at EC30 CNP, 100% saturating CNP;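 active = activation at 10 µM reaching about 35% in either raw or pattern-adjusted values, limit read from the data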
# * marks the source's active call; other numbers are inactive results; x = not tested or not shown. The list is partial (hit frequency here may not be typical).
1) CCCn1c(N)c(N(CCOC)C(=O)Cc2ccc(S(=O)(=O)N3CCOCC3)s2)c(=O)[nH]c1=O
2) CCOC(=O)[C@H]1[C@H]2COc3ccc(Cl)cc3[C@@H]2N2C(=O)CN(Cc3ccc(C)cc3)C(=O)[C@@]12C
3) CCN1CCN(C(CNS(=O)(=O)c2ccc(C)cc2)c2cccnc2)CC1 (stereo unspecified)
4) O=C(c1cc(COc2ccc(F)cc2F)on1)N1CCSCC1
5) Cc1ccccc1-c1nnn(Cc2cccc(S(=O)(=O)N3CCOCC3)c2)n1
6) CCCCCNC(=O)CCCCn1c(=O)[nH]c2cc(OCC)c(OCC)cc2c1=O
7) COc1cccc(N2C(=O)[C@H]3C(C(=O)c4cnccn4)=NN[C@H]3C2=O)c1
8) Cc1c(C)n(Cc2ccccc2)c2ccc(C(=O)OCCCN(C)C)cc12

screen / no.	1	2	3	4	5	6	7	8
ABHD4 inh	3	-4	1	-6	0	-6	-1	10
MBD2 inh	-5	1	-8	-2	3	3	-3	-4
PRMT1 inh	1	0	-4	-3	-2	3	9	1
SIAE primary	6	-2	1	6	2	-2	6	2
TDP2 inh	23	-8	12	7	-6	5	-11	-8
LEDGF integ inh	1	0	1	-2	1	-1	2	0
rCAG RNA binder	10	1	-1	-5	1	-4	6	2
TCR-CD3 inh	0	-1	2	5	4	6	12	-5
HTRA1 inh	0	-24	1	-3	-6	-5	x	4
GC-B act	6	-1	-1	-1	0	-3	4	-1

# An excerpt from above in order of formula weight, lowest first.
4) O=C(c1cc(COc2ccc(F)cc2F)on1)N1CCSCC1
8) Cc1c(C)n(Cc2ccccc2)c2ccc(C(=O)OCCCN(C)C)cc12
1) CCCn1c(N)c(N(CCOC)C(=O)Cc2ccc(S(=O)(=O)N3CCOCC3)s2)c(=O)[nH]c1=O

screen / no.	4	8	1
ABHD4 inh	-6	10	3
MBD2 inh	-2	-4	-5
PRMT1 inh	-3	1	1
SIAE primary	6	2	6
TDP2 inh	7	-8	23
LEDGF integ inh	-2	0	1
rCAG RNA binder	-5	2	10
TCR-CD3 inh	5	-5	0
HTRA1 inh	-3	4	0
GC-B act	-1	-1	6

# Next part.
9) COc1cc(/C=C/C(=O)N2CCCc3ccccc32)cc(OC)c1OC
10) COc1ccc(NC(=O)CNC(=O)Cc2cccc3ccccc23)c(OC)c1
11) O=C(Cn1nc(-c2ccccc2Cl)ccc1=O)Nc1ccc(Br)cc1
12) CC(C)(Oc1ccc(Cl)cc1)C(=O)O/N=C(\N)c1ccncc1
13) O=C(Cc1ccccc1)c1ccc(Cl)cc1
14) COc1cccc(CNC(=O)CSc2nc(=O)n(Cc3ccncc3)c3c2CCC3)c1
15) Cn1c(SCC(=O)Nc2ccccc2-c2ccccc2)nnc1-c1cnccn1
16) CCC(=O)N1CCc2cc(S(=O)(=O)CCC(=O)Nc3ccc(OC)cc3)ccc21

screen / no.	9	10	11	12	13	14	15	16
ABHD4 inh	0	10	7	-1	-8	-2	-2	-7
MBD2 inh	4	0	1	1	12	2	2	6
PRMT1 inh	0	5	-1	0	5	-2	-7	7
SIAE primary	-3	10	1	18*	-2	3	5	-5
TDP2 inh	5	-9	5	2	-21	9	-20	-8
LEDGF integ inh	-3	-2	-1	-1	-6	0	3	0
rCAG RNA binder	1	4	0	-2	-7	-3	5	3
TCR-CD3 inh	2	0	3	2	-1	8	x	1
HTRA1 inh	2	12	-1	-7	1	5	x	5
GC-B act	1	-6	1	-9	-11	8	-1	2

17) CCCCCC1=NN2C(=O)CC(=O)N=C2S1
18) CC(CNC(=O)c1cc(COc2c(F)cccc2F)on1)c1ccccc1 (stereo unspecified)
19) O=C(Nc1ccc(C(O)(C(F)(F)F)C(F)(F)F)cc1)c1ccc(F)cc1F
20) COc1cccc(NC(=O)c2ccccc2Oc2ccccc2)c1
21) Cc1nc(SCc2ccccc2F)c2oc3ccccc3c2n1
22) CCN1CCN(C(=O)CN(Cc2ccccc2)S(C)(=O)=O)CC1
23) CC(C)c1ccc(C2N3CC4([N+](=O)[O-])CN2CC([N+](=O)[O-])(C3)C4(C)C)cc1 (stereo unspecified)
24) CCCCC(=O)N(c1ccc(C(=O)O)cc1)c1nc(-c2ccc(Cl)cc2)c(CC)s1

screen / no.	17	18	19	20	21	22	23	24
ABHD4 inh	-1	-9	-23	-17	4	3	-2	-5
MBD2 inh	0	2	4	-1	-2	1	-4	5
PRMT1 inh	4	-2	-1	-2	-4	0	0	-2
SIAE primary	-8	6	-5	5	-1	3	-4	0
TDP2 inh	3	-7	4	-27	4	-5	12	5
LEDGF integ inh	-2	3	-2	4	3	2	1	2
rCAG RNA binder	12	-10	x	-1	0	-3	2	2
TCR-CD3 inh	-4	5	x	-7	4	8	0	1
HTRA1 inh	-1	-14	x	-25	3	1	5	-7
GC-B act	-1	1	-3	-7	-7	-5	-6	7

25) COc1ccc(CNC(=O)C2=CC(c3ccc(OC)c(OC)c3)=NS(=O)(=O)N2C)cc1
26) CCOC(=O)c1cnc2c(c(C)nn2C)c1Oc1ccc(Cl)cc1
27) CCC1(C)Cc2c(sc3nc(SC)n(Cc4ccccc4)c(=O)c23)CO1 (stereo unspecified)
28) C/C(=N/NC(=O)c1ccco1)c1cccc(NC(=O)c2ccc(C)s2)c1
29) COc1cc2cc(CN(CCN3CCCC3)C(=O)Nc3ccccc3Cl)c(=O)[nH]c2cc1OC
30) O=S(=O)(O)c1nc2ccccc2n1Cc1ccc(Cl)cc1
31) C/C(=N\NC(=O)C1CC1)c1cccnc1
32) CC1CCCC(NC(=O)C2CCN(S(=O)(=O)N3CCOCC3)CC2)C1C (stereo unspecified)

screen / no.	25	26	27	28	29	30	31	32
ABHD4 inh	-3	-3	1	-2	-5	-20	10	-2
MBD2 inh	-2	-3	2	0	6	3	2	3
PRMT1 inh	0	0	2	0	-1	9	-3	-3
SIAE primary	-7	7	-5	-11	-6	-3	1	1
TDP2 inh	-4	-12	-3	-3	-5	-13	-6	4
LEDGF integ inh	1	-2	2	-1	3	-2	-1	0
rCAG RNA binder	4	0	3	1	1	24	3	-5
TCR-CD3 inh	4	-6	-1	2	-4	-7	-1	2
HTRA1 inh	-9	0	2	-2	-2	-13	-1	8
GC-B act	0	-1	9	-6	0	8	0	0

33) CCC/C(O)=C1\C(=O)CCCC1=NCCc1c(C)[nH]c2ccc(OC)cc12
34) CCC(=O)c1ccc(OC(=O)c2cccs2)cc1
35) CN(C)CCN(Cc1ccccc1)C(=O)[C@H](Cc1ccccc1)N1C(=O)c2ccccc2C1=O
36) Cc1ccc(-c2csc3ncn(CC(=O)O)c(=O)c23)cc1C
37) CC(NC(=S)NC1CCCCC1)C(c1ccccc1)N1CCOCC1 (stereo unspecified)
38) CC1(C)Cc2c(c(-c3ccco3)nc3n[nH]c(N)c23)CO1
39) CCOC(=O)Cc1csc(SCC(=O)Nc2ccc(C)cc2F)n1
40) CC(OC(=O)CSc1ccccc1)C(=O)NC1CCCCC1C (stereo unspecified)

screen / no.	33	34	35	36	37	38	39	40
ABHD4 inh	-5	-8	-4	6	1	-3	1	-4
MBD2 inh	1	4	-1	0	1	-5	-1	-3
PRMT1 inh	-2	3	1	-1	0	-1	2	-4
SIAE primary	3	3	0	7	2	2	-2	1
TDP2 inh	5	-7	-17	1	9	-3	-3	-2
LEDGF integ inh	-2	-6	-6	-1	-3	-1	1	2
rCAG RNA binder	-5	-3	2	5	-7	4	-1	-5
TCR-CD3 inh	-4	-5	-2	2	5	5	6	12
HTRA1 inh	0	3	-1	5	-8	5	-7	0
GC-B act	-8	-1	-5	11	-10	9	2	-4

41) CCN1C(=O)c2ccccc2S(=O)c2ccc(C(=O)NCc3ccc(OC)cc3)cc21 (stereo unspecified)
42) Oc1ccc2ccccc2c1Br
43) Cc1ccc(-c2nc(N)n(C(=O)Cc3ccccc3)n2)cc1
44) COC(=O)CN(C#N)c1nc(NCc2ccccc2)nc(OC)n1
45) COc1cccc(OC)c1NC(=O)NC(=O)c1c(OC)c(Br)cc([N+](=O)[O-])c1OC
46) O=C1NC[C@H](CCCCN2C[C@H](Cc3ccc(O)cc3)N(CCc3ccc(O)cc3)C(=O)C2=O)N(CC2CCCCC2)C1=O
47) CC(C)c1ccc(NC(=S)Nc2ccc(OC(F)(F)F)cc2)cc1
48) O=C(C1CCCN(Cc2ccccc2)C1)N1CCCCC1 (stereo unspecified)

screen / no.	41	42	43	44	45	46	47	48
ABHD4 inh	-15	-8	-3	0	-3	4	-1	4
MBD2 inh	0	3	-1	2	0	5	4	2
PRMT1 inh	-3	2	-2	64*	2	-10	-1	-2
SIAE primary	-10	7	4	3	-4	4	2	5
TDP2 inh	-23	-7	-5	-9	-12	-3	1	6
LEDGF integ inh	0	0	1	5	-5	2	1	3
rCAG RNA binder	4	0	5	-1	0	5	0	0
TCR-CD3 inh	7	-8	-2	0	4	9	3	9
HTRA1 inh	-11	6	-1	-9	x	x	-18	5
GC-B act	-5	4	0	1	2	0	3	-2

# Brought forward from above: 3 entries, followed by the next part.
46) O=C1NC[C@H](CCCCN2C[C@H](Cc3ccc(O)cc3)N(CCc3ccc(O)cc3)C(=O)C2=O)N(CC2CCCCC2)C1=O
47) CC(C)c1ccc(NC(=S)Nc2ccc(OC(F)(F)F)cc2)cc1
48) O=C(C1CCCN(Cc2ccccc2)C1)N1CCCCC1 (stereo unspecified)
49) COc1ccccc1-c1cccc2c3c([nH]c12)[C@@H]1C[C@H]2[C@@H](C(=O)N1CC3)[C@H](C)ON2C
50) COc1ccc(OCc2nc3c4c(ncn3n2)-c2ccccc2CC42CCCC2)cc1
51) CCC1CCc2c(sc(NC(=O)c3cccnc3)c2C(N)=O)C1 (stereo unspecified)
52) COC(=O)C(CC(C)C)NC(=O)c1ccc(F)cc1 (stereo unspecified)

screen / no.	46	47	48	49	50	51	52
ABHD4 inh	4	-1	4	3	12	-2	2
MBD2 inh	5	4	2	-1	2	-2	-3
PRMT1 inh	-10	-1	-2	-1	-1	-5	0
SIAE primary	4	2	5	-2	-2	2	2
TDP2 inh	-3	1	6	-5	13	-10	4
LEDGF integ inh	2	1	3	-2	0	1	-2
rCAG RNA binder	5	0	0	5	2	6	-4
TCR-CD3 inh	9	3	9	4	0	1	3
HTRA1 inh	x	-18	5	x	4	0	4
GC-B act	0	3	-2	3	2	-7	-1
